# Assay outcomes deposited in PubChem by several laboratories.
# HTRA1 inhibitor: blocks human HTRA1 serine peptidase; 340,000 tested, 0.5% active; inhibition, % at 5.96 µM; Q92743; recombinant HTRA1, FP-rhodamine activity-based probe, fluorescence polarization; in the data active = inhibition above about 36%;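 note: 0% = enzyme with DMSO and 100% = wells lacking enzyme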
# Target sequence (Q92743 whole entry, looked up): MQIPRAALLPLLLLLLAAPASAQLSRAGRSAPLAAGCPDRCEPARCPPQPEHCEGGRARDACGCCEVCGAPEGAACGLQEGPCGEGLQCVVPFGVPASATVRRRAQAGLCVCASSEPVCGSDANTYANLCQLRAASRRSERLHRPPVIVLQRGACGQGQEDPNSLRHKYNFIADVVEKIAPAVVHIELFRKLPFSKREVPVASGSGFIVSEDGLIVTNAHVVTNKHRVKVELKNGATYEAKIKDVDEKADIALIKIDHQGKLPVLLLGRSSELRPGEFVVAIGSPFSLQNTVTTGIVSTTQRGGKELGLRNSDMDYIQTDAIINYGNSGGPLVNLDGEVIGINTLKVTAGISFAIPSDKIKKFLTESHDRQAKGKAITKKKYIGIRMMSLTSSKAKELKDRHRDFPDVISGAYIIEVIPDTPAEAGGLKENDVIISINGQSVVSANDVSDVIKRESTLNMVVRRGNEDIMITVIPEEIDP
# PG9 Ab binder: binds the HIV-1 gp120 antibody PG9; TR-FRET gp120-PG9 antibody binding; inhibition, % at 6.7 µM; 360,000 tested, 0.43% active; AID 624416; in the data active = inhibition above about 8.5%
# ARFGAP1 inh: inhibitors of rat ARFGAP1; Arfgap1-stimulated ARF1 GTP hydrolysis, GDP FP detection; inhibition, % at 16.5 µM; 360,000 tested, 0.26% active; AID 651572;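 active = inhibition above a per-plate limit, mean inhibition of low control wells plus 3 SD, cut at about 25% in these data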;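 note: 0% = DMSO wells with enzyme and 100% = wells lacking Arfgap1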
# Target sequence (Q62848 1-136 limits assumed): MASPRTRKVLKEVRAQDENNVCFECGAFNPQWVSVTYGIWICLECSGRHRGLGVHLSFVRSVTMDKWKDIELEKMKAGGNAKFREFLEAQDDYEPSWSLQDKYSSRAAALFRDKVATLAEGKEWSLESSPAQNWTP
#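 Material – truncated rat Arfgap1 GAP domain · Buffer or medium – HEPES-based buffer, pH 7.5 · Reagent – human ARF1(Δ1-17)-GTP substrate · Dosing – 16.5 µM single point, 1.26% DMSO · Schedule – GTP hydrolysis reaction 2 h at 25 °C · Technique – GDP detection by fluorescence polarization · Benchmarks – No-Arfgap1 wells (100%) versus DMSO full-reaction wells (0%) · Repeats – single replicate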
# rCAG binder: r(CAG) repeat RNA binding | TO-PRO-1 dye displacement fluorescence | inhibition, % at 3 µM | 370,000 tested, 1.3% active | AID 651821;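 active = inhibition above the plate cutoff, the mean of all test compounds on that plate plus 3 SD, cut at about 35% in these data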;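 note: 0% = DMSO alone and 100% = 100 µM mitoxantrone as full dye displacement; higher means more dye released from RNA so lower well fluorescence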
# GC-B act: GC-B (human) receptor activation. P20594. HEK293-GC-B cells, CNP EC30, cGMP TR-FRET; 0% at EC30 CNP, 100% saturating CNP. activation, % at 10 µM. 370,000 tested, 0.11% active. AID 1920062;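 active = activation at 10 µM reaching about 35% in either raw or pattern-adjusted values, limit read from the data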
# SMARCA2 activ: SMARCA2 function activation, primary screen; MG213 cells, MMTV-luciferase reporter, dexamethasone, overnight; activation, % at 9.1 µM; 370,000 tested, 1% active; in the data active = activation above about 7.8%;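 note: 0% = vehicle wells and 100% = reference activator wells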
# ASAP1 inh: ASAP1 ArfGAP inhibition; 360,000 tested, 0.19% active; ASAP1-stimulated ARF1 GTP hydrolysis, GDP FP detection; AID 624377; inhibition, % at 16.5 µM; in the data active = inhibition above about 25%;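 note: 0% = vehicle with enzyme and substrate and 100% = no enzyme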
# GC-A act: GC-A (human) enzyme activation; activation, % at 10 µM; 370,000 tested, 0.14% active; HEK293 GC-A cells, cGMP TR-FRET, EC30 ANP; 0% at EC30 ANP, 100% saturating ANP; in the data active = activation above about 40%
# ABHD4 inh: inhibits mouse alpha/beta hydrolase domain 4; purified mABHD4, FP-Rh probe fluorescence polarization; inhibition, % at 8.92 µM; 370,000 tested, 0.54% active; AID 720543;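 active = inhibition exceeding the mean over every tested compound plus 3 SD, cut at about 30% in these data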;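 note: 0% = plate median of compound wells and 100% = S159A mutant with DMSO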
# Target sequence (Q8VD66 whole entry, looked up, the tested form may be a part): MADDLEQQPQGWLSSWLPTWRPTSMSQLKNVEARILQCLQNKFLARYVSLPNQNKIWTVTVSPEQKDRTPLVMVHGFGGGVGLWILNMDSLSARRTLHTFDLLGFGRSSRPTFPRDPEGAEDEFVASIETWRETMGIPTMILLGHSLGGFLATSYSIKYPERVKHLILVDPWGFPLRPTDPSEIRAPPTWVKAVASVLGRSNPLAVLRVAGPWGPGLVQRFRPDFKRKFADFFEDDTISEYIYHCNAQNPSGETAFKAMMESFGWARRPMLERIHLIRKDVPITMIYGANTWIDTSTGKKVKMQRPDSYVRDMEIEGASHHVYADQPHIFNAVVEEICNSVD
#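 Test system: mABHD4 protein | Buffer or medium: HEPES pH 7.0 buffer, 150 mM NaCl, 0.01% Pluronic F-127 | Probe or stimulus: FP-Rh fluorescent activity-based probe, added after compound pre-incubation | Timing: Pre-incubation 45 min, probe exposure 60 min, at 25 °C | Technique: Fluorescence polarization, excitation 525 nm, emission 598 nm, BODIPY TMR filters | Repeats: Single well per compound (singlicate)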
# Rev-erbA mod: modulates human Rev-erb alpha binding to DNA; 370,000 tested, 0.79% active; Rev-erbα–FITC-DNA binding, fluorescence polarization, 90 min; activity, % at 10 µM; AID 1259318;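 active = activity above about 14%, limit read from the data; passing the limit was not always enough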;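 note: 0% = DMSO wells with 35 nM protein and 100% = DMSO wells with 750 nM protein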
# * = called active by the depositor; . = no result given.
SMILES,HTRA1 inhibitor,PG9 Ab binder,ARFGAP1 inh,rCAG binder,GC-B act,SMARCA2 activ,ASAP1 inh,GC-A act,ABHD4 inh,Rev-erbA mod
CN1CCN(C(=O)c2cc(Cl)cc(Cl)c2)CC1,-4,1.5,11,-1,-2,-3,7,8,-8,6
COc1cccc(CN2CC(C(=O)NCCC3=CCCCC3)CCC2=O)c1 (stereo unspecified),1,-0.7,-15,-7,0,0,-1,-1,3,-6
Nc1cnccc1Oc1cccc(C(F)(F)F)c1,-1,-0.1,6,-2,0,1,10,0,2,2
COc1ccc(-c2nc(CN3CCC(C(=O)N4CCOCC4)CC3)c(C)o2)cc1C,19,-1.4,-2,-2,4,2,-5,4,-4,7
CC12CC3CC(C)(C1)CC(C(=O)N1CCCC1)(C3)C2,2,-1.5,-2,-2,3,-1,-13,1,-3,2
COc1ccc(OCCSc2nnc(CC(=O)Nc3cccc(Cl)c3Cl)n2C)cc1,-15,-2.6,3,4,-6,2,-5,-6,-5,-1
COc1ccccc1N1CCN(N=Cc2ccccc2Br)CC1,.,.,.,0,-3,-5,.,-1,0,-1
Cc1ccc(C(=O)CCC(=O)OCC(=O)Nc2ccc3[nH]c(=O)[nH]c3c2)cc1,0,-1.3,5,2,-10,-2,-5,1,2,1
COc1cccc(NC(=O)CN(C)CC(=O)Nc2ccc(C)c(S(=O)(=O)N3CCOCC3)c2)c1,-5,1.4,14,2,2,-4,3,-2,-5,8
NNC(=O)C12CC3CC(C1)CC(n1ncnn1)(C3)C2,1,-2.6,8,0,4,-1,5,2,1,-1
O=C(Oc1ccc(-c2nnco2)cc1)c1ccc(Br)o1,5,-2.2,2,0,-2,-2,4,3,0,4
O=C1SC(c2ccccc2)=C/C1=C\N1CCCCC1,2,-3.3,6,3,-1,-2,1,1,12,11
O=C(c1ccccc1)c1ccc(C(=O)N2CCOCC2)cc1,-2,-0.4,-4,0,1,0,-3,7,6,-2
CC(=O)Nc1ccc(S(=O)(=O)N2CCN(C(=O)Cc3ccccc3)CC2)cc1,4,-0.6,4,7,4,-1,1,-4,-5,4
Nc1[nH]c(=O)[nH]c(=O)c1N=Nc1cccc(Cl)c1,5,-3.3,-17,5,-6,2,8,2,-1,-4
CCC1CCc2sc(C(=O)N3CCN(c4ccccn4)CC3)cc2C1 (stereo unspecified),-10,1.4,-5,-5,3,-2,17,-1,3,2
CS(=O)(=O)c1cccc(C(=O)Nc2ccc3c(c2)OCCCO3)c1,-2,-3.0,-5,-3,4,0,-5,2,0,-4
CC(=O)CC(C)(C)NC(C)=S,1,-0.6,-3,-2,9,-3,-4,1,-1,-1
O=C(c1ccco1)N1CCN(c2ncnc3c2[nH]c2ccc(Br)cc23)CC1,-23,1.8,3,6,6,0,13,14,13,0
O=C(Cn1c(C2CC2)nc2ccccc2c1=O)Nc1ccc(Br)cc1,-5,4.8,-7,2,-1,3,-5,0,5,-1
COc1ccc(NC2c3ccccc3C(=O)N2Cc2ccco2)cc1OC (stereo unspecified),3,-2.6,10,3,-3,-1,4,-4,10,-6
O=C(Nc1cc(-c2ccccc2)sc1C(=O)O)c1cccc(F)c1,-109,-0.2,-6,73*,-3,-1,-3,-2,-46,-2
COc1ccc(C(C(=O)NC2CCCCC2)N(Cc2ccco2)C(=O)c2snc(C(N)=O)c2N)cc1 (stereo unspecified),-14,0.0,9,-1,-9,-2,3,-6,2,-1
CCC(NC(=O)CSc1nnnn1C1CC1)c1ccc(Br)cc1 (stereo unspecified),2,-2.4,-6,0,-2,4,-5,-2,1,5
CN(CCc1ccccc1)C(=O)c1ccc(NC(=O)Cc2ccc(NC(=O)C3CCN(C(=O)CCc4ccccc4)CC3)cc2)cc1,-35,-1.6,6,11,3,-5,9,3,-12,-1
CC1CCCN(C(=O)COC(=O)C2=COCCO2)C1 (stereo unspecified),-2,0.9,2,2,4,0,-12,3,-2,-8
CCOc1ccc(C(=O)Nc2ccccc2C#N)cc1[N+](=O)[O-],-2,1.4,-4,-4,2,0,-2,2,0,-8
CC1(C)N=C(c2ccc(Cl)cc2Cl)C(=O)N1,-2,-1.5,2,-10,7,-3,15,-2,-9,11
CCOc1ccccc1N1C(=O)c2ccc(C(=O)Nc3cccnc3)cc2C1=O,-5,1.6,4,5,2,-4,-8,-2,1,-3
CCCCCC(=O)Nc1nc(C)c(-c2csc(Nc3ccc(Cl)cc3)n2)s1,12,0.3,18,28,-5,1,23,-6,-14,-4

# Overlap with the part before: 7 entries; new compounds follow.
SMILES,HTRA1 inhibitor,PG9 Ab binder,ARFGAP1 inh,rCAG binder,GC-B act,SMARCA2 activ,ASAP1 inh,GC-A act,ABHD4 inh,Rev-erbA mod
CCC(NC(=O)CSc1nnnn1C1CC1)c1ccc(Br)cc1 (stereo unspecified),2,-2.4,-6,0,-2,4,-5,-2,1,5
CN(CCc1ccccc1)C(=O)c1ccc(NC(=O)Cc2ccc(NC(=O)C3CCN(C(=O)CCc4ccccc4)CC3)cc2)cc1,-35,-1.6,6,11,3,-5,9,3,-12,-1
CC1CCCN(C(=O)COC(=O)C2=COCCO2)C1 (stereo unspecified),-2,0.9,2,2,4,0,-12,3,-2,-8
CCOc1ccc(C(=O)Nc2ccccc2C#N)cc1[N+](=O)[O-],-2,1.4,-4,-4,2,0,-2,2,0,-8
CC1(C)N=C(c2ccc(Cl)cc2Cl)C(=O)N1,-2,-1.5,2,-10,7,-3,15,-2,-9,11
CCOc1ccccc1N1C(=O)c2ccc(C(=O)Nc3cccnc3)cc2C1=O,-5,1.6,4,5,2,-4,-8,-2,1,-3
CCCCCC(=O)Nc1nc(C)c(-c2csc(Nc3ccc(Cl)cc3)n2)s1,12,0.3,18,28,-5,1,23,-6,-14,-4
O=C(COC(=O)c1ccc2c(c1)OCO2)Nc1cccc(F)c1,-12,-1.1,2,1,2,-1,-5,1,6,-1
CCOc1ncccc1C(=O)OCc1cn2cc(Cl)ccc2n1,-4,-1.3,-2,-7,-1,-3,1,4,-8,-5
Cc1ccc(C)c(NS(=O)(=O)c2cc(C(=O)NCC3CCCO3)ccc2C)c1 (stereo unspecified),0,-0.5,14,-2,0,-2,-3,-3,5,-4
CCOC(=O)Cn1nnc(-c2cc(OC)c(OC)c(OC)c2)n1,0,-0.2,-2,-5,1,-1,6,3,2,-2
COc1ccc(C(=O)Cn2c3ccccc3n3nc(CCC(=O)O)c(=O)nc23)cc1OC,9,-2.9,2,0,4,-1,2,2,0,-1
Cc1ccc(SCC2=NN(c3nc(C)cc(C)n3)C(=O)C2)cc1,33,-0.1,-11,7,3,4,15,3,10,-1
COc1cccc(CCNC(=O)C2CCC(=O)N(Cc3cccc(OC)c3)C2)c1 (stereo unspecified),7,-0.5,9,-6,3,5,6,-3,0,-5
COc1ccc(/C=C/C(=O)c2c(C)cc(C)[nH]c2=O)c2ccccc12,-3,-4.0,-11,7,-9,-3,10,-5,-2,9
Cc1cccc(C)c1-n1nnnc1C1(C)CCC(=O)N1CCOc1ccccc1 (stereo unspecified),.,-1.2,1,-1,-2,-1,-5,-2,4,4
COc1ccc(C2NC(=O)NC(C)=C2C(=O)OC2CCCCC2)cc1 (stereo unspecified),-7,0.9,3,1,-6,-5,11,-19,-6,-2
CCOc1ccc(-n2ccnc(SCC(=O)Nc3ccc(CC)cc3)c2=O)cc1,-10,0.3,0,4,6,-1,14,3,14,4
CNC(=S)N1CCC(Cc2ccccc2)CC1,6,-0.4,2,-5,0,-2,-15,1,-5,-2
Cc1ccc(NS(=O)(=O)c2ccc(F)cc2)nc1,-3,3.1,-6,0,3,-3,-5,-1,4,9
COc1ccc(CCC(=O)NCc2ccc3c(c2)OCO3)cc1,1,0.9,3,0,-2,-2,-6,-1,4,-2
CCOC(=O)c1sc2nc(NC(=O)COc3ccccc3)sc2c1C,3,0.4,14,5,-2,-2,3,-4,-5,23*
COc1cc(/C=C2/CCc3ccccc3C2=O)cc(OC)c1OC,2,-1.3,7,-3,-1,4,0,7,-1,-6
CC(OC(=O)C1CC1C)C(=O)Nc1ncc(Cl)cc1Cl (stereo unspecified),1,0.7,-1,-2,-2,-4,-8,1,0,-1
COc1cc(-c2noc(-c3ccco3)n2)cc(OC)c1OC,-11,3.4,7,-5,-2,-1,6,4,-8,0
Cc1ccc(NC(=O)[C@@H](Cc2ccccc2)NC(=O)[C@H]2O[C@@H](n3ccc(=O)[nH]c3=O)[C@H](O)[C@@H]2O)cc1C,.,0.4,13,2,-2,2,10,2,-6,-3
Cc1c(-c2ccc(Br)cc2)nc2ccccn12,0,1.1,3,-2,-5,6,-7,-5,-4,2
O=C1NCCCC1C(=O)N1CCN(C(=O)c2ccco2)CC1 (stereo unspecified),-1,0.2,0,0,1,-2,-8,-1,3,-1
Cc1ccc(C(=O)COC(=O)C2CC(=O)N(c3nc(-c4ccccc4)cs3)C2)cc1 (stereo unspecified),4,1.2,-3,19,2,0,17,1,0,4

# Three compounds from above, limited to SMARCA2 activ, ASAP1 inh and GC-A act:
SMILES,SMARCA2 activ,ASAP1 inh,GC-A act
CC1CCCN(C(=O)COC(=O)C2=COCCO2)C1 (stereo unspecified),0,-12,3
COc1cccc(NC(=O)CN(C)CC(=O)Nc2ccc(C)c(S(=O)(=O)N3CCOCC3)c2)c1,-4,3,-2
CCOc1ccc(-n2ccnc(SCC(=O)Nc3ccc(CC)cc3)c2=O)cc1,-1,14,3

# Compounds as they come; about 4.4% have a hit in one of these screens.
